Lung fibro prol = blocks proliferation of human lung fibroblasts. LL 47 human lung fibroblast viability, ATP luminescence; active compounds read low. viability, % at 10 µM. 85,000 compounds, 1.1% hits;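 active = viability at or below 50% in the single dose screen; inactive = viability above 50%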;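 note: compound exposure lasted 72 h before the ATP readout; 100% = median luminescence of untreated cell-only wells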
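Assay system: human lung fibroblast line LL 47, low passage. Input: 1,150 fibroblasts seeded per well. Times: overnight cell rest, 72 h compound treatment at 37 °C. Evaluation: % viability of median cell-only signal. Technique: luminescent ATP detection, CellTiter-Glo. Control set: cell-only wells, no compound.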
sEH act = activators of human soluble epoxide hydrolase; P34913; purified human sEH enzymatic activity, activator screen; activation, % at 2 µM; 91,000 compounds, 0.04% hits; AID 717; in the data active = activation above about 37%; note: values of inactives mirror those of a sister screen read the other way
S1P2 agonist = S1P2 (human) receptor agonism; O95136; activation, % at 4.5 µM; S1P2-expressing cell line, agonist reporter read-out; 97,000 compounds, 0.46% hits; AID 729; in the data active = activation above about 16%;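 note: 0% = vehicle low control and 100% = maximal reference agonist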
sEH inhibitor = inhibitors of human soluble epoxide hydrolase. recombinant human sEH enzymatic activity assay. 91,000 compounds, 0.34% hits. inhibition, % at 2 µM. P34913; in the data active = inhibition above about 80%; note: values of inactives mirror those of a sister screen read the other way; many of its hits are not listed in these tables
S1P2 blocker = antagonists of human S1P2 receptor. cell-based S1P2 antagonist assay, inhibition at 5 uM. inhibition, % at 5 µM. 97,000 compounds, 0.21% hits. AID 736; in the data active = inhibition above about 45%;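 note: CRE beta-lactamase reporter cells expressing human S1P2 stimulated with S1P; 0% = agonist at EC80 alone and 100% = agonist plus reference antagonist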
H69AR growth 86K = blocks growth of human H69AR lung tumor cells. H69AR lung tumor viability, ATP luminescence, 72 h; active compounds read low. viability, % at 10 µM. 85,000 compounds, 6% hits;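 active = viability at or below 40%; inactive = viability above 40%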;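 note: multidrug resistant small cell line overexpressing MRP-1 efflux transporter; 100% = mean luminescence of untreated control wells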
HUVEC inhibit = human endothelial cell proliferation inhibition | HUVEC proliferation, CellTiter-Glo luminescence, 72 h; active compounds read low | viability, % at 10 µM (by protocol) | 86,000 compounds, 1.1% hits;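 active = viability at or below 30%; inactive = viability above 30%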;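 note: 100% = median luminescence of DMSO-only cell control wells on each plate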
PTPN22 act = increases human PTPN22 phosphatase activity. Q9Y2R2. recombinant LYP, DiFMUP fluorescence; 0 = plate median, 100 = signal doubled. activation, % at 2 µM. 96,000 compounds, 0.11% hits;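 active = activation at 2 µM above a set limit, the mean plus 5 SD, cut at about 37% in these data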
Target sequence (Q9Y2R2 whole entry, looked up): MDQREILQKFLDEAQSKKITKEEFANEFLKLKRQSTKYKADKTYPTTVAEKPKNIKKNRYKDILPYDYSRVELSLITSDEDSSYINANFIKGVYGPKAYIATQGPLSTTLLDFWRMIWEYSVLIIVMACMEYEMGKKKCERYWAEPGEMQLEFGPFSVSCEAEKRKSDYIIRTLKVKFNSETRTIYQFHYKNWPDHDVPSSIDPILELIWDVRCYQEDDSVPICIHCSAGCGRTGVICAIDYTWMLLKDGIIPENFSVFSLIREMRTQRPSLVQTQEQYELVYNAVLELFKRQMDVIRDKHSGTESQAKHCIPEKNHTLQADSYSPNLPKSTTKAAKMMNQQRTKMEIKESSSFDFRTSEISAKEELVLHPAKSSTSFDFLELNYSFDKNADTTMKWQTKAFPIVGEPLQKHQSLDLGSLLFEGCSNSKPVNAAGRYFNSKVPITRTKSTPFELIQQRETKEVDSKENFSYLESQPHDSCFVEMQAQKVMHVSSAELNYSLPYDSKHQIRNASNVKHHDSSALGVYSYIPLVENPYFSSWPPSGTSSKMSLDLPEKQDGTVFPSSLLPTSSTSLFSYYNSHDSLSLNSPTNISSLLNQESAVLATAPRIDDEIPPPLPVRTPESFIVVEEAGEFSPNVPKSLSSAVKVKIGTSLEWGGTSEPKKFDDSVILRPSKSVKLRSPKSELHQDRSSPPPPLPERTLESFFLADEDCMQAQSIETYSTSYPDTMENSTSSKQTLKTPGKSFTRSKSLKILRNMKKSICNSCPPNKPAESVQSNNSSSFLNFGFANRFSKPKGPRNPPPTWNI
PostGolgi ctrl = growth of the yeast control strain, post-Golgi counter-screen | efflux-deficient yeast background strain, growth absorbance A615, 16 h | inhibition, % at 10 µM | 98,000 compounds, 5% hits; in the data active = inhibition above about 30%
* marks the source's active call; other numbers are inactive results; . = not tested or not shown. Some of the compounds tested. The share of hits here may be higher or lower than overall.

The opening five records as a preview:
SMILES	Lung fibro prol	sEH act	S1P2 agonist	sEH inhibitor	S1P2 blocker	H69AR growth 86K	HUVEC inhibit	PTPN22 act	PostGolgi ctrl
O=C(O)c1ccccc1C(=O)NNc1ccc(F)cc1	.	5	-5	-3	0	.	.	2	2
Cc1ccc(NC(=O)c2oc3ccccc3c2NC(=O)c2ccc3c(c2)OCO3)cc1	93	.	-4	.	-3	98	100	0	14
O=C(CCNS(=O)(=O)c1cccs1)Nc1nccs1	106	.	-3	.	39	103	96	6	1
O=C(CSCCc1ccccn1)Nc1ccc(Br)cn1	101	0	-8	2	8	93	108	6	5
COc1cccc(C2CC(=O)Nc3cc4c(cc32)OCCO4)c1OC(C)C (configuration not stated)	95	.	.	.	.	27*	96	.	16

Main list, repeating the preview:
SMILES	Lung fibro prol	sEH act	S1P2 agonist	sEH inhibitor	S1P2 blocker	H69AR growth 86K	HUVEC inhibit	PTPN22 act	PostGolgi ctrl
O=C(O)c1ccccc1C(=O)NNc1ccc(F)cc1	.	5	-5	-3	0	.	.	2	2
Cc1ccc(NC(=O)c2oc3ccccc3c2NC(=O)c2ccc3c(c2)OCO3)cc1	93	.	-4	.	-3	98	100	0	14
O=C(CCNS(=O)(=O)c1cccs1)Nc1nccs1	106	.	-3	.	39	103	96	6	1
O=C(CSCCc1ccccn1)Nc1ccc(Br)cn1	101	0	-8	2	8	93	108	6	5
COc1cccc(C2CC(=O)Nc3cc4c(cc32)OCCO4)c1OC(C)C (configuration not stated)	95	.	.	.	.	27*	96	.	16
COc1cc(OC)cc(-c2nc(-c3ccc(Br)cc3)no2)c1	100	4	-2	-4	23	102	77	0	-3
Cc1cc(C(=O)NCC(c2ccco2)N(C)C)no1 (configuration not stated)	.	-13	-2	13	2	.	.	10	3
CCCCc1ccc(NC(=O)N[C@H](C(=O)O)C(C)CC)cc1 (some centres not stated)	100	0	-4	1	-1	101	104	0	0
CC(C)CC(=O)N1CCN(C(=O)c2cccc(F)c2)CC1	99	4	-1	-6	-1	104	89	2	3
CC(=O)N(NC(=O)c1ccccc1Cl)C1CC(=O)N(c2ccc(C)cc2)C1=O (configuration not stated)	.	2	-5	0	22	.	.	4	3
CCCn1c(N)c(N2CCCCC2)c(=O)n(CC(=O)Nc2ccccc2C)c1=O	103	-13	-5	12	-6	101	95	-2	-8
O=C(COC(=O)COc1ccccc1)Nc1ccc(OC(F)(F)F)cc1	97	-56	-5	56	-6	95	91	8	-2
CC(=O)Nc1cc(S(=O)(=O)Nc2ccccc2)c(C)cc1C	.	10	-3	-9	-4	.	.	3	4
CC(=O)c1c(N2CCCC2)[nH]c(-c2ccccc2)nc1=S	111	6	-2	-9	-3	71	96	1	4
O=C(Nc1ccccc1C(=O)NCc1cccnc1)c1ccco1	93	-8	-1	7	-21	84	81	4	1
O=C(CSc1nnc(-c2ccccc2)n1Cc1ccccc1)N1CCOCC1	88	-1	-7	2	19	80	98	0	7
COC(=O)c1ccccc1NC(=S)NC(=O)COc1ccccc1Cl	.	-3	-2	3	-20	.	.	-3	31*
CCCCCCC(=O)Nc1ccc(Cl)cn1	96	-22	1	22	-25	94	85	-3	5
CON(C)S(=O)(=O)c1ccc2c(c1)NC(=O)C1CCCN21 (configuration not stated)	.	16	-4	-15	13	.	.	-2	-2
COc1ccc(CCNC(=O)C2CC(=O)N(C3CCCCCCC3)C2)cc1OC (configuration not stated)	99	-5	-4	4	10	95	109	-8	16
O=c1c2ccccc2nnn1Cc1nnc(-c2ccccc2Br)o1	98	8	-4	-8	-12	92	92	-4	10
COC(=O)c1ccc(CN(C(C)=O)c2ccccc2)o1	88	.	-8	.	9	101	97	9	0
Cc1ccc(CNC(=O)C2CCCN(S(=O)(=O)c3c(C)noc3C)C2)cc1 (configuration not stated)	93	-11	-4	9	0	93	60	-7	-2
Cc1ccccc1C(C(=O)NC1CCCC1)N(C(=O)Cc1cccs1)c1ccc2c(c1)OCCO2 (configuration not stated)	.	7	0	-6	3	.	.	-4	-1
CCCCS(=O)(=O)C1CCS(=O)(=O)C1 (configuration not stated)	100	-3	-3	6	-17	100	99	6	.
COCCN1CCn2c(nc3cc(NC(=O)c4ccc(OC)cc4)ccc32)C1	105	0	-11	0	-15	64	99	-4	15
Cc1cc(C)nc(SCCS(=O)(=O)Cc2ccc(Cl)cc2)n1	97	-1	-5	6	21	85	87	-2	.
COc1ccc(C2C(C#N)=C(N)N3C(=C2C#N)Sc2ccccc23)cc1 (configuration not stated)	103	.	.	.	.	74	96	.	30*
Cc1ccc(CN2C(=O)CCC2C(=O)NC2CCCC2)cc1 (configuration not stated)	90	-2	-3	2	-8	93	93	-4	-1
CCCN(CCC)CCNC(=O)Cn1cnc2sc(C)c(S(=O)(=O)N3CCOCC3)c2c1=O	96	19	-3	-18	23	90	96	-1	.
CCCCn1c(C(C)O)nc2ccccc21 (configuration not stated)	101	6	0	-9	-16	90	92	1	3
NC(=O)CNC(=O)C1CCCc2c1[nH]c1ccc(Cl)cc21 (configuration not stated)	.	-12	1	11	11	.	.	2	2
COC(=O)C(NC(=O)c1ccccc1)=C1CCCCC1	103	-3	0	3	-16	94	99	5	3
COc1ccc(OC)c(NC(=O)CN2C(=O)c3ccccc3S2(=O)=O)c1	93	.	.	.	.	88	104	.	2
O=S(=O)(/C=C/c1ccccc1)Oc1ccccc1	64	2	-7	-6	3	7.4*	77	-1	2
COc1ccc(NC(=O)c2sc(=S)[nH]c2N)cc1	.	10	-2	-10	8	.	.	1	5
COc1cc(C(O)P(=O)(OC(C)C)c2ccc(N(C)C)cc2)cc(OC)c1OC (configuration not stated)	94	-1	-1	1	-3	85	93	12	-1
Cc1cccc(-n2ncc3c(NCCCN4CCCC4=O)ncnc32)c1	108	-8	-4	8	-33	76	106	8	5
Cn1c(=O)c(C(=O)Nc2ccccn2)c(O)c2ccccc21	55	.	-8	.	5	19*	103	-12	21
Cc1onc(-c2c(F)cccc2Cl)c1C(=O)Nc1cccc2nsnc12	106	-2	-1	6	-4	80	109	9	42*
CN(C)S(=O)(=O)c1ccc(NC(=O)Cn2c(-c3ccccc3)noc2=O)cc1	107	9	-3	-15	4	69	90	15	8
CCOP(=O)(c1ccc(N(C)C)cc1)C(O)c1c(Cl)cccc1Cl (configuration not stated)	98	-11	0	10	-3	94	98	5	22
COc1cc(NC(=O)c2ccco2)c(OC)cc1NC(=O)c1cc(OC)c(OC)c(OC)c1	107	-3	10	6	1	24*	71	1	3
COc1ccc(S(=O)(=O)Cc2ccc(C(=O)N3CCN(C4CCCCC4)CC3)o2)cc1	104	15	-2	-16	9	87	90	7	-1
CCSC1=NC(C)(C)C=C(C)N1	.	24	-3	-21	11	.	.	-13	3
CCN1C(=O)C(CC(=O)Nc2c(C)cccc2C)SC1=Nc1ccc(S(N)(=O)=O)cc1 (configuration not stated)	94	2	-1	0	-1	111	105	-1	.
CC(C)C(NS(=O)(=O)c1cccs1)C(=O)NCc1ccc2c(c1)OCO2 (configuration not stated)	89	.	.	.	.	45	98	.	-2
COC(=O)c1c(NC(=O)CSc2n[nH]c(N)n2)sc(C)c1C	98	7	1	-6	-4	98	80	0	-1
Cc1ccc(CC2(O)CC(C)N(C)CC2C)c(C)c1 (configuration not stated)	107	11	1	-12	10	89	95	-6	-1
O=C(Nc1cccc(C(=O)N2CCN(Cc3ccccc3)CC2)c1)c1ccccc1	99	2	-7	1	19	88	91	-4	-5
COC(=O)c1ccc2c(=O)n(CCCCCC(=O)NCc3ccc4c(c3)OCO4)c(=O)[nH]c2c1	94	-73	-2	73	-7	87	98	2	1
Cc1ccnc2nc(C(=O)Nc3nnc(CC(C)C)s3)nn12	.	21	-1	-20	-32	.	.	-3	29
COc1ccc(NC(=O)/C(Cl)=C(/Cl)S(=O)(=O)Cc2ccccc2)cn1	4.7*	4	-10	-4	104*	1.9*	125	16	78*
COc1ccc(S(=O)(=O)N2CCC(C(=O)N3CCCC3)CC2)cc1	99	.	-4	.	0	109	90	2	6
COC(=O)c1[nH]c2cccc(OC)c2c1NC(=O)CN1CCOCC1	105	-5	-2	5	24	100	102	-4	16
CCCCCOc1ccc(CN2CCOCC2)cc1Cl	100	.	.	.	.	92	108	.	55*
c1ccc(CCc2ccccc2-c2nc(-c3ccccn3)no2)cc1	93	-12	1	15	-4	34*	106	-1	4
Cc1cccc(OCC(=O)Nc2ccc3c(c2)OCCO3)c1	103	-29	-6	28	5	93	102	2	5
O=C(CN(Cc1ccc2c(c1)OCO2)C(=O)CNS(=O)(=O)c1ccccc1)NCc1ccco1	105	19	-6	-20	11	103	107	-4	4
O=C1CC(c2ccccc2)C(=O)N1c1cccc(O)c1 (configuration not stated)	96	-9	-7	14	-25	96	110	1	48*

Sorted by value in S1P2 agonist (lowest first): 3 from the list above
Compound,S1P2 agonist
COc1ccc(S(=O)(=O)N2CCC(C(=O)N3CCCC3)CC2)cc1,-4
CCN1C(=O)C(CC(=O)Nc2c(C)cccc2C)SC1=Nc1ccc(S(N)(=O)=O)cc1 (configuration not stated),-1
Cc1ccc(CC2(O)CC(C)N(C)CC2C)c(C)c1 (configuration not stated),1

(list continues)
SMILES	Lung fibro prol	sEH act	S1P2 agonist	sEH inhibitor	S1P2 blocker	H69AR growth 86K	HUVEC inhibit	PTPN22 act	PostGolgi ctrl
Cc1nc(NC(=O)CSc2nnc3ccccn23)c(Cl)cc1Cl	96	10	-5	-10	-14	83	96	0	15
CC(C)Cc1nnc(NC(=O)CCN2C(=O)c3ccccc3C2=O)s1	94	19	-2	-17	-16	95	108	12	2
CCCn1nnnc1NCc1cccn1C	99	-6	-7	4	4	104	95	11	-7
NC(=O)NCc1ccc(Cl)cc1	.	2	-10	-2	6	.	.	10	-1
CCOC(=O)c1nnn(-c2nonc2N)c1-c1cccs1	93	-13	-1	13	31	87	101	-3	3
N#Cc1c(NC(=O)Cn2nc(C(F)(F)F)c3c2CCCC3)sc2c1CCC2	.	-8	0	7	-17	.	.	8	20
CC(C)(C)NC(=O)NC(=O)COC(=O)CCCc1c[nH]c2ccccc12	98	-11	0	12	-19	94	89	0	3
CC(C)Cn1c(N)c(C(=O)COC(=O)c2ccc3ccccc3n2)c(=O)n(C)c1=O	94	-1	22*	2	-22	81	95	-3	5
CCC(C)(C(=O)NC1CCCCC1)N(C(=O)c1cnccn1)c1c(C)n(C)n(-c2ccccc2)c1=O (configuration not stated)	113	4	-4	-4	-9	102	93	17	-6
CCOC(=O)c1sc(C)c2c1NC1(CCCCC1)NC2=O	82	-4	17*	5	-45	71	80	6	9
COc1ccc(NC(=O)c2oc3ccccc3c2NC(=O)COc2ccccc2OC)c(OC)c1	71	.	-4	.	-4	19*	7.2*	-12	-2
CCCC1=C(C(=O)OCC)C(c2cccs2)C(C#N)=C(N)O1 (configuration not stated)	96	-9	-2	9	17	53	84	-2	12
CC(C)OC(=O)CSc1nc2cccnc2n1C1CCCCC1	.	19	-3	-22	-9	58	100	12	20
CC(=O)Nc1c(O)nc(SCC(=O)N2CCN(c3ccc(F)cc3)CC2)[nH]c1=O	97	0	-3	3	-15	92	106	-2	-9
Cc1noc(C)c1C(=O)NCCCc1ccccc1	102	.	.	.	.	86	95	.	24
O=C(COc1ccc(/C=N/NS(=O)(=O)c2ccccc2)cc1)Nc1ccc(F)cc1	.	-15	-8	16	16	.	.	-2	1
Cn1c(-c2ccccc2)cc2c3no[n+]([O-])c3ccc21	26*	2	-1	-3	3	19*	14*	-8	94*
O=S(=O)(NC1CCCC1)c1cccc(S(=O)(=O)N2CCC(n3nnc4ccccc43)CC2)c1	95	-9	-2	9	20	57	75	2	9
CC1CC(C)(C)NC(=O)O1 (configuration not stated)	100	-1	-3	1	26	97	96	2	1
CCN1CCN(c2nc3c(C)cccn3c(=O)c2/C=C(\C#N)S(=O)(=O)c2ccc(C)cc2)CC1	96	6	0	-3	-14	92	92	5	6
Cc1nc([N+](=O)[O-])c(Br)n1CC(=O)c1ccc(Cl)cc1	77	4	-3	-10	-2	1.2*	77	3	22

Screening results: PubChem, several laboratories
